Compound activity from PubChem BioAssay.
PNC assembly inh – High Content Assay for Compounds that inhibit the Assembly of the Perinucleolar Compartment; PC3M PTB-GFP, PNC prevalence imaging, 16 h; hits give low values; activity change (PNC), negative = inhibition, % at 10 µM; 140,000 compounds, 3.1% hits;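 active = readout at or below -70, meaning at least 70% loss of cells showing the perinucleolar compartment, a nuclear body marking cancer cells; inconclusive = readout between -30 and a set limit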;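 also: plate controls were DMSO wells for no effect and camptothecin positive control wells for full effect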
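PC3M cells stably expressing PTB-GFP, 750–1000 cells/well, treated 16 h at 37 °C with compound (23 nl of library stock), in duplicate. After paraformaldehyde fixation and Hoechst stain, imaged at 20x; PNC prevalence scored by image analysis.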
12-hLO inh – qHTS Assay for Inhibitors of 12-hLO (12-human lipoxygenase). purified 12-hLO, xylenol orange hydroperoxide absorbance. 150,000 compounds, 0.12% hits. AID 1452, 2008. Potency, µM (doses to about 57.1 µM), for inactives: at the highest dose activity change, negative = inhibition, most hits filed as inhibitors. Polyunsaturated fatty acid lipoxygenase ALOX12 (Homo sapiens), P18054; also: potency is read from the fitted curve at half-maximal effect; nearly all actives have a fitted effect of over 55% in size; many of its hits are not listed in these tables
Target sequence (P18054 whole entry, looked up): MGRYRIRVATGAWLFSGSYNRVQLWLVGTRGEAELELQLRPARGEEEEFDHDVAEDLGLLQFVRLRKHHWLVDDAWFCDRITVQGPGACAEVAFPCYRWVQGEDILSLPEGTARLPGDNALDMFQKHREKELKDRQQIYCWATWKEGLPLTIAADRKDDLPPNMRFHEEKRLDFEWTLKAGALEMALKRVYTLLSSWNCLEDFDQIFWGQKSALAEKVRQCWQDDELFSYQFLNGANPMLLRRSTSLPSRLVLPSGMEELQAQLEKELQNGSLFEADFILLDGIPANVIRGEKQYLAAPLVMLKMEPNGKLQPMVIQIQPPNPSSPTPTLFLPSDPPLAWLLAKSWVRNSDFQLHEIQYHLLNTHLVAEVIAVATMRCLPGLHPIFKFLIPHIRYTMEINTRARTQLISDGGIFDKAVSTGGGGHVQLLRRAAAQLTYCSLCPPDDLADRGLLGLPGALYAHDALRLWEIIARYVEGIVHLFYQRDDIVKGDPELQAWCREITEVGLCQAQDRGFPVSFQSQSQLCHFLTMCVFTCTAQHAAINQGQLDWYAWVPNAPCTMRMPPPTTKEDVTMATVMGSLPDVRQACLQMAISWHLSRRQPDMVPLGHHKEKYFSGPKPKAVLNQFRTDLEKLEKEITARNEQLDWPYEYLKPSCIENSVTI
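Hydroperoxide output read as Fe(III)-xylenol orange absorbance, 573-to-405 nm ratio, after 30 min reaction with 40 uM arachidonic acid. Enzyme: 150 nM purified human 12hLO, 15 min compound preincubation; 25 mM Hepes pH 7.0, room temperature.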
15-hLO-2 inh – qHTS Assay for Inhibitors of 15-hLO-2 (15-human lipoxygenase 2) | purified 15hLO-2, xylenol orange hydroperoxide absorbance | Potency, µM (highest dose often 57.1 µM), inactives show top-dose activity change, negative = inhibition, most hits filed as inhibitors | 110,000 compounds, 0.56% hits; also: potency is read from the fitted curve at half-maximal effect; nearly all actives have a fitted effect of over 60% in size; many of its hits are not listed in these tables
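Screening format was qHTS against 50 nM purified 15hLO-2 in Hepes pH 7.5 with detergent. Activity follows hydroperoxide formation from 45 uM arachidonic acid, measured as 573:405 nm absorbance ratio of the ferric-xylenol orange complex.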
IMPase inh – qHTS Assay for Identifying the Cell-Membrane Permeable IMPase Inhibitors; Inositol monophosphatase 1 (Rattus norvegicus), P97697; CHO-M1 cells, IP1 accumulation, HTRF TR-FRET ratio; inhibition (IP1 accumulation), % at 46.1 µM; 120,000 tested, under 10 active; AID 901, 2007; active = well fitted curve in the direction sought with a large enough effect in the signal ratio, not every such curve was filed as active; inconclusive = small, poorly fitted or top-dose-only effect, or a change in a side signal; inactive = no such curve, though single readings can be large or run the other way; the % refers to the signal ratio;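 also: cells stimulated with carbachol in lithium chloride buffer; plate controls were DMSO basal wells for no effect and reference inhibitor wells for full effect; higher means more IMPase inhibition seen as more IP1 and lower FRET ratio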
Target sequence (P97697 whole entry, looked up): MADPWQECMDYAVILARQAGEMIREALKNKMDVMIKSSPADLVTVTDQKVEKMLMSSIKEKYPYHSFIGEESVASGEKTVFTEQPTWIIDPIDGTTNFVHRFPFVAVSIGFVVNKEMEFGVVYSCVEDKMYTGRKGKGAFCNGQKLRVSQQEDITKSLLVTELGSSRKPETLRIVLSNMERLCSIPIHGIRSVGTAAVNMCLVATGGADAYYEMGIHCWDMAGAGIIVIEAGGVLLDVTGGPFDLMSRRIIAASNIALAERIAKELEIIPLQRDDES
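CHO-M1 cells (CHO stably expressing M1 receptor), compound up to 46 uM final, stimulated with carbachol (50 uM as added) in buffer with 50mM LiCl, pH 7.4, 30 min at 37C. Cytosolic IP1 read by TR-FRET; AC50 from Hill fits.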
* hit, by the source's call; ? = inconclusive; · = not tested or not shown; [ ] = remark or other dose. Unless noted, calls follow the shape of the dose curve; as a rule, active = well fitted curve in the direction sought with a large enough effect; inconclusive = small, poorly fitted or top-dose-only effect, or another doubt; inactive = no such curve, though single readings can be large; an effect the other way counts as inactive or inconclusive. Unless noted, % is scaled to controls: 0 for no effect and ±100 for the full control effect. Only part of the results is shown; rates above refer to the full screens.

SMILES	PNC assembly inh	12-hLO inh	15-hLO-2 inh	IMPase inh
O=C(O)CN(c1ccc(F)cc1)S(=O)(=O)c1ccc2c(c1)OCCO2	27.4	3.1%	3.0%	-8.9
Cn1ncc2c(N3CCN(c4ccccc4F)CC3)ncnc21	-10.5	3.7%	-1.3%	6.5
COc1ccc(OCCSc2nc3ccccc3n2CC(=O)O)cc1	?	-4.9%	-2.3%	-5.0
S=C(Nc1ccccc1)Nc1nc2ccccc2n1CCOc1ccc(Cl)cc1	?	?	·	·
O=C(NNS(=O)(=O)c1ccccc1F)c1cccc(S(=O)(=O)N2CCOCC2)c1	97.5	-2.3%	·	·
CCOC(=O)c1ccc(NC(=S)N(CCCN(CC)CC)Cc2ccco2)cc1	-12.6	-0.9%	·	·
CC(C)c1ccc(NC(=O)c2cccnc2)cc1	34.8	-0.3%	4.1%	5.2
COC(CNC(=O)c1ccc(Cn2c(=S)[nH]c3cc4c(cc3c2=O)OCO4)cc1)OC	-3.3	-20.3%	-9.5%	-4.4
N#Cc1cccc(NC(=O)C2SC(=Nc3ccccc3)C(C(=O)N3CCOCC3)=C2N)c1 (stereo unspecified)	-11.7	4.8%	·	·
CCCCc1nc(NCCN)c(C#N)c2c1CSC(C)(C)C2	-15.4	7.1%	37.4%[activator]	0.6
Cn1c(C(=O)NCCc2ccsc2)cc2c(=O)n(C)c3ccccc3c21	-24.6	-1.5%	-0.3%	7.6
C=CCN1CCc2nc(N)sc2CC1	21.4	-0.2%	·	·
COc1cccc(NC(=O)CC2COc3ccccc3O2)c1 (stereo unspecified)	11.4	3.9%	-7.6%	-4.7
O=C1C2CCCCN2C(=O)N1CCCCN1CCN(c2ccc([N+](=O)[O-])cc2)CC1 (stereo unspecified)	27.1	-2.8%	-5.3%	-0.1
CC(=O)Nc1ccccc1OCC(=O)c1ccc2c(c1)OCO2	8.7	-10.5%	-5.5%	7.0
CC(C)C(=O)Nc1cccc(NC(=O)c2cc3ccccc3o2)c1	?	-6.0%	0.4%	-0.8
CC(NC(=O)c1noc2c1CCCC2)c1ccccc1 (stereo unspecified)	1.8	-1.5%	-4.8%	-9.9
Cc1ccc(/C=N/n2nnnc2N)cc1[N+](=O)[O-]	5.8	-6.5%	-8.5%	-5.5
CCc1ccccc1NC(=O)CC1S/C(=N\c2nccs2)N(CC)C1=O (stereo unspecified)	-1.3	-4.6%	-2.9%	9.7
O=C(CN(Cc1ccc(F)cc1)C(=O)CCC(=O)Nc1ccccn1)NCc1ccco1	31.1	3.1%	0.4%	4.9

Brought forward from above: two entries, then new ones.
SMILES	PNC assembly inh	12-hLO inh	15-hLO-2 inh	IMPase inh
CCc1ccccc1NC(=O)CC1S/C(=N\c2nccs2)N(CC)C1=O (stereo unspecified)	-1.3	-4.6%	-2.9%	9.7
O=C(CN(Cc1ccc(F)cc1)C(=O)CCC(=O)Nc1ccccn1)NCc1ccco1	31.1	3.1%	0.4%	4.9
Cc1c2ccccc2c(C)c2c1ccc1ccccc12	·	-0.4%	11.1%	·
COC(=O)c1ccc(-c2nc(O)c3cnccn23)cc1	-2.6	0.5%	-16.9%	25.8
O=[N+]([O-])c1ccc(O)c(/C=N/Nc2ccc(Cl)nn2)c1	-16.0	-8.0%	17.8%	6.8
CC(=O)NC(CCS(C)(=O)=O)C(=O)Nc1ccc(Cl)c(Cl)c1 (stereo unspecified)	-27.4	0.7%	-0.6%	5.7
CC(C)Oc1ccc(C(=O)Nc2ccc(N3CCCCC3)cc2)cc1	-25.5	-0.7%	·	·
CCCCN1C(=O)/C(=C/C=C2/CC(C)(C)CN2C)SC1=S	-25.0	-0.7%	·	·
CCOc1cc(C2C(C(=O)O)c3cc(OCC)c(OCC)cc3C(=O)N2C)ccc1O (stereo unspecified)	-7.6	-4.0%	-4.9%	6.9
CCCCN(C(=O)NC(=O)Nc1c(C)cc(C)cc1C)S(C)(=O)=O	?	3.7%	-1.2%	3.0
O=C(O)c1cc(S(=O)(=O)N2CCOCC2)ccc1N1CCOCC1	?	-2.0%	-2.4%	0.9
COc1ccc(CC(=O)N2CC(C)CC(C)C2)cc1 (stereo unspecified)	56.8	14.5%	-3.8%	6.2
CCC(=O)Nc1cccc(-n2nnnc2SCC(=O)c2ccc(C)c(C)c2)c1	23.3	-4.9%	·	11.0
COc1ccc(CNC(=S)NCc2ccc(OC(C)C)cc2)cc1	-24.0	-25.3%	·	·
CC1=CC(C2CC(=O)N(c3ccccc3C)C2=O)CC2C(=O)N(c3ccccc3C)C(=O)C12 (stereo unspecified)	1.4	-0.4%	·	·
O=C(Nc1nnc(C2CC2)s1)C1CC(=O)N(c2ccc3c(c2)OCCO3)C1 (stereo unspecified)	5.7	-0.8%	·	·
Cc1cccc(C(=O)NN2C(=O)C3C(c4ccccc4)C=CC(c4ccccc4)C3C2=O)c1 (stereo unspecified)	12.3	1.4%	-8.6%	15.2
Cc1cc(C)c(OCC(=O)N/N=C/c2ccco2)c(C)c1	-17.7	-13.4%	-4.7%	6.7
Cn1cc(Br)c(C(=O)Nc2c(F)c(F)c(F)c(F)c2F)n1	7.1	-2.8%	·	·
CC(=O)Nc1ccc(C(=O)OC2CCCCC2=O)cc1 (stereo unspecified)	2.9	5.2%	-1.2%	-7.9
CC(=O)N1CCN=C1SCc1ccccc1F	-24.9	-0.7%	0.4%	1.3
CC(=O)/C=C/c1ccc2ccccc2n1	96.2	2.8%	-20.0%	-0.1
CCOC(=O)c1c(N)c(C#N)nn1-c1ccccc1C(=O)OC	?	-10.8%	-3.4%	2.7
Cn1c(=O)c2c(nc(NCC3CCCO3)n2C)n(C)c1=O (stereo unspecified)	-20.2	-5.5%	4.1%	7.9
O=C(CCC(=O)N(c1cccc(F)c1)C(C(=O)NC1CCCC1)c1ccncc1)Nc1cccnc1 (stereo unspecified)	15.2	3.2%	·	8.1
O=C(Nc1ccccc1C(F)(F)F)NC1CCCCC1	33.1	1.9%	-5.2%	6.5
COc1ccc(-n2c(SC3CCOC3=O)nc3ccccc3c2=O)cc1OC (stereo unspecified)	-22.4	-13.4%	1.1%	0.3
Cc1ccc(C(=O)NNC(=O)C2CCN(Cc3ccccc3)CC2)cc1	?	8.8%	5.5%	7.3
O=C(CCN1C(=O)C2(OCCO2)c2ccccc21)c1ccccc1	19.3	-5.6%	10.5%	5.2
Cc1cc(=O)n(C)c(=O)n1CCCCCCN1CCCC1	-12.4	1.1%	·	-0.6
Cc1ccc(S(=O)(=O)c2c(C)cc(-c3ccccc3)[nH]c2=O)cc1	8.6	2.5%	-11.0%	-18.0
CC(C)NC(=O)N1CCC2(CC1)CCN(S(C)(=O)=O)CC2	·	5.5%	-0.4%	·
CCOC(=O)c1sc(NC(=O)c2ccccc2OC)nc1C	?	-1.9%	0.7%	0.8
COC(=O)c1cc2n(n1)CCN(Cc1ccc(OC)cc1)C2=O	10.5	2.7%	5.5%	-4.2
N=C1C(c2nc3ccccc3c(=O)[nH]2)=C(O)CN1CCc1ccccc1	21.7	-0.4%	0.8%	-3.4
C=CCn1c(SCC(=O)c2cccs2)nc2sc(C)c(C)c2c1=O	?	-0.1%	·	12.4
COc1ccc(C)cc1NC(=O)CSc1nnc(COc2ccccc2)n1Cc1ccco1	?	-8.7%	16.7%	9.6
c1cc2c(c(NCc3ccncc3)c1)CCCC2	30.1	-0.8%	23.3%	-5.0
COC(=O)C1=C(N)Oc2c(oc(CO)cc2=O)C1c1ccccc1F (stereo unspecified)	?	-2.5%	·	2.3
Cc1ccc(S(=O)(=O)N2CCOCC2)cc1N/N=C(\C#N)c1nc2ccccc2[nH]1	?	0.6%	·	3.0
COc1ccc2cc(/C(C)=N/NC(=O)c3cc(-c4cccnc4)nc4ccccc34)ccc2c1	31.5	-1.4%	·	·
O=CN1CCN(C(C(=O)NC2CCCC2)c2ccc(Cl)cc2)CC1 (stereo unspecified)	49.9	-8.2%	-28.1%	8.4
Cc1sc(NC(=O)CN(C)C2CCCCC2)nc1-c1ccc2c(c1)CCN2S(=O)(=O)c1ccccc1	-20.8	1.3%	32.9%[activator]	1.5
Cc1cccc2c1N(CCOc1ccccc1Cl)C(=O)C2=O	-15.0	3.4%	·	3.6
COc1ccc(OCC(O)CON2C(=O)c3ccccc3C2=O)cc1 (stereo unspecified)	12.2	1.3%	-5.6%	-1.5
CC1=NN(c2ccccc2)C(=O)/C1=C\c1cc(C)n(-c2ccccc2)c1C	?	1.4%	·	1.0
CS(=O)(=O)N(CC(O)Cn1c2ccccc2c2ccccc21)c1ccccc1 (stereo unspecified)	29.1	-8.2%	-2.2%	4.7
O=C1c2ccccc2C(=O)N1CSc1nnc2c3ccccc3n(CCc3ccccc3)c2n1	-20.4	4.7%	-15.8%	3.9
CCC(CC)C(=O)OCC(=O)NC12CC3CC(CC(C3)C1)C2	41.8	5.5%	-4.8%	1.0
CCCCNC(=O)CC1N=C2c3ccccc3N=C(SCC(=O)Nc3cccc(OC)c3)N2C1=O (stereo unspecified)	-6.5	-6.2%	6.6%	2.6
CCC(Sc1nc2n[nH]c(C)c2c(=N)n1-c1cccc(Cl)c1C)C(=O)N(CC)CC (stereo unspecified)	?	-3.7%	-13.2%	2.6
CC1=CC(C)(C)N2C(=O)C3(C(C#N)=C(N)OC4=C3C(=O)CCC4)c3c(C)c(C)cc1c32 (stereo unspecified)	9.0	-7.9%	-3.3%	3.6
Other entries:
SMILES	PNC assembly inh	12-hLO inh	15-hLO-2 inh	IMPase inh
COc1cc(OC)cc(-c2n[nH]c(=S)n2-c2cc(OC)ccc2OC)c1	?	-5.2%	-9.6%	-2.9
O=C(O)Cc1c[nH]c2ccc(O)cc12	·	-4.0%	-6.4%	9.0
COc1ccc(C(C)=O)cc1CSc1nnc(Nc2ccccc2)s1	4.4	-3.5%	·	·
O=C(Cc1cccc(C(F)(F)F)c1)NCc1ccc(Cl)cc1Cl	-20.1	-3.5%	·	7.3

Compounds shown so far with fluorine (10):
SMILES	PNC assembly inh	12-hLO inh	15-hLO-2 inh	IMPase inh
O=C(O)CN(c1ccc(F)cc1)S(=O)(=O)c1ccc2c(c1)OCCO2	27.4	3.1%	3.0%	-8.9
Cn1ncc2c(N3CCN(c4ccccc4F)CC3)ncnc21	-10.5	3.7%	-1.3%	6.5
O=C(NNS(=O)(=O)c1ccccc1F)c1cccc(S(=O)(=O)N2CCOCC2)c1	97.5	-2.3%	·	·
O=C(CN(Cc1ccc(F)cc1)C(=O)CCC(=O)Nc1ccccn1)NCc1ccco1	31.1	3.1%	0.4%	4.9
Cn1cc(Br)c(C(=O)Nc2c(F)c(F)c(F)c(F)c2F)n1	7.1	-2.8%	·	·
CC(=O)N1CCN=C1SCc1ccccc1F	-24.9	-0.7%	0.4%	1.3
O=C(CCC(=O)N(c1cccc(F)c1)C(C(=O)NC1CCCC1)c1ccncc1)Nc1cccnc1 (stereo unspecified)	15.2	3.2%	·	8.1
O=C(Nc1ccccc1C(F)(F)F)NC1CCCCC1	33.1	1.9%	-5.2%	6.5
COC(=O)C1=C(N)Oc2c(oc(CO)cc2=O)C1c1ccccc1F (stereo unspecified)	?	-2.5%	·	2.3
O=C(Cc1cccc(C(F)(F)F)c1)NCc1ccc(Cl)cc1Cl	-20.1	-3.5%	·	7.3
